Screening data from PubChem.
ANO1 activ: mouse TMEM16A channel activation, primary screen; HEK293 TMEM16A/YFP-H148Q/I152L, iodide quench fluorescence; hits give low values; B-score at 10 µM; 340,000 compounds, 0.3% hits; AID 623877;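 active = fluorescence-ratio B-score plate-corrected deviation score at least 3 library SD below zero, with starting fluorescence score within 5 deviations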;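 also: channel opened by trigger with iodide after compound preincubation; score built on the fluorescence ratio of max minus min over baseline; more negative score means more quench and so TMEM16A activation or potentiation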
Target sequence (Q8BHY3 whole entry, looked up): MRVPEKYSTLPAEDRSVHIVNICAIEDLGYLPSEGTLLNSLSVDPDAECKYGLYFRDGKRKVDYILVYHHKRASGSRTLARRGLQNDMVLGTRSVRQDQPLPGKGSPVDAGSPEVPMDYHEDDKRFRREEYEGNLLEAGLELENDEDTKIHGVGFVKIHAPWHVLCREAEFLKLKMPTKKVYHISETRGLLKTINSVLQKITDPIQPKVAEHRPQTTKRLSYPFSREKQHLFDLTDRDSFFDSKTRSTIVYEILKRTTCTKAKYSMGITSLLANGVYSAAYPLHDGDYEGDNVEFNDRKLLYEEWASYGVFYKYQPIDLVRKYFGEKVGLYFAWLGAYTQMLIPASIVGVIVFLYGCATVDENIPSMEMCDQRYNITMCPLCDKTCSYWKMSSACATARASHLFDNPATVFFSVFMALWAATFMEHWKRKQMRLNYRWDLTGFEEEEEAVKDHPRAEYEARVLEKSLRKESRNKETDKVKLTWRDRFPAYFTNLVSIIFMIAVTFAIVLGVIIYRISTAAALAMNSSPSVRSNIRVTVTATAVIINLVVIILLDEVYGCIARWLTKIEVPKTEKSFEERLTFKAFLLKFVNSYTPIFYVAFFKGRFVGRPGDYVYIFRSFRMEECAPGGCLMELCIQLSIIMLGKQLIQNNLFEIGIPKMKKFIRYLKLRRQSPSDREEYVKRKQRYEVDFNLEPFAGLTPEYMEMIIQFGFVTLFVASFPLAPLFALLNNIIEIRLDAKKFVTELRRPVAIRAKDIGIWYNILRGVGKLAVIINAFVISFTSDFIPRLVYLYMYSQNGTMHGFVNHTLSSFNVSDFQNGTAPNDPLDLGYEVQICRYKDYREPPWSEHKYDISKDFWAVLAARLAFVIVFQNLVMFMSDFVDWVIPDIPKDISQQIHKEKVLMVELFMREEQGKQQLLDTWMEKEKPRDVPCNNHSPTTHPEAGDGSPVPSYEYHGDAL
Calls only; i = inactive. This is a subset, so the mix of outcomes need not match the whole.

compound	ANO1 activ
O=C1CC(C(=O)N2CCc3ccccc32)CN1c1cccc(C(F)(F)F)c1 (centres undefined)	i
Nc1ccc2nn(-c3ccccc3)nc2c1	i
Cn1nc(C(=O)Nc2cccc(C(=O)NC3CC3)c2)c2ccccc2c1=O	i
O=C(COc1ccccc1[N+](=O)[O-])OCC(=O)c1ccc(Br)s1	i
O=c1[nH][nH]c(=O)c(Cl)c1Cl	i
CCOc1ccc(S(=O)(=O)N2CCC(C(=O)OCc3cccc(OC)c3OC)CC2)cc1	i
N#Cc1ccccc1COC(=O)CCN=C1NS(=O)(=O)c2ccccc21	i
CC/C(=C\c1ccc(N(C)C)cc1)c1ccncc1	i
O=C(Cn1c(CO)nc2ccccc21)Nc1ccc2c(c1)OCCCO2	i
O=C(Nc1ccc(Cl)cc1F)C1CCCN(C2=NS(=O)(=O)c3ccccc32)C1 (centres undefined)	i
CSCc1c(C(=O)OCC(=O)c2ccc[nH]2)oc2ccccc12	i
CCN(c1ccc(NC(=O)COC(=O)C(C)N=C2NS(=O)(=O)c3ccccc32)cc1)C(C)C (centres undefined)	i
COc1ccc(C(CNC(=O)c2ccc(C)c(S(=O)(=O)N3CCOCC3)c2)N2CCCC2)cc1 (centres undefined)	i
COc1ccc(CN(C)CC(=O)NCC(=O)Nc2c(C)cccc2C)cc1	i
NC(=O)Nc1ccc(C(=O)OCC(=O)N2CCc3ccccc3C2)cc1	i
CN(CC(=O)NC(=O)NCc1ccccc1)CC(=O)Nc1ccc(Cl)c(Cl)c1	i
COc1ccccc1OCCC(=O)OCC(=O)Nc1ccc2c(c1)OCCO2	i
CN(C)C(CNC(=O)c1cccc(S(=O)(=O)Nc2ccc(SC(F)F)cc2)c1)c1ccccc1 (centres undefined)	i
CCC1Nc2ncnc(N3CCCCC3)c2N(Cc2ccc(Cl)cc2)C1=O (centres undefined)	i
COc1ccc(CN(CC2CCC(C(=O)O)CC2)C(=S)Nc2cc(C)ccc2C)cc1 (centres undefined)	i
COc1ccc(C)cc1-n1c(SCC(=O)NC2CC2)nc2ccccc2c1=O	i
O=C(COC(=O)CNC(=O)c1ccccc1Cl)NC1CC1	i
COc1ccc2c(c1)NC(c1cc(Cl)cc(Cl)c1O)c1cccn1-2 (centres undefined)	i
NS(=O)(=O)c1cccc(NC(=O)CSc2nnc3n2CCCCC3)c1	i
O=C(Cn1c(C(=O)c2ccccc2)nc2ccccc21)c1ccc(Cl)cc1	i
O=C(COC(=O)/C=C/c1cccc(F)c1)NC(=O)NCc1ccccc1	i
CCN(C[C@H]1N[C@@](C)(C(=O)OC)[C@H]2C(=O)N(Cc3ccccc3)C(=O)[C@@H]12)C(=O)NC(C)C	i
CCOC(=O)N1CCN(C(=O)C(NC(=O)c2ccc(C(C)(C)C)cc2)C(C)C)CC1 (centres undefined)	i
COCCN(C(=O)COC(=O)CCCc1c[nH]c2ccccc12)c1c(N)n(Cc2ccccc2)c(=O)[nH]c1=O	i
Cc1ccccc1Cn1c2ccccc2c2cnn(CC(=O)N3CCN(c4ccccc4)CC3)c(=O)c21	i
COC(=O)c1ccc(CNC(=O)c2ccc(S(=O)(=O)N3CCCC(C)C3)cc2)cc1 (centres undefined)	i
O=C1c2ccc(-c3ccc(F)cc3OCc3ccccc3)cc2S(=O)(=O)c2cccc(C(=O)N3CCCC3)c21	i
COc1ccc(OC)c(NC(=O)CSc2nc(O)cc(=O)n2CC(C)C)c1	i
Cc1noc(C)c1NC(=O)N(C)C[C@H]1Oc2ccc(NC(=O)Cc3ccccc3)cc2C(=O)N([C@H](C)CO)C[C@@H]1C	i
O=c1c(O)c(-c2ccc(O)c(O)c2)oc2cc(O)ccc12	i
Cc1cc(C)c2c(ccc3ccccc32)n1	i
CC(NC(=O)c1cccc(S(=O)(=O)N2CCN(Cc3ccccc3)CC2)c1)c1ccc(Cl)cc1 (centres undefined)	i
CN(Cc1ccc(F)cc1)C(=O)CN1C(=O)c2ccccc2S1(=O)=O	i
CCOC(=O)CC[C@H](NC(=O)Cn1cnc2c(SC)nc(N)nc21)C(=O)OCC	i
O=C(OCCSCCOC(=O)C1CC=CCC1)C1CC=CCC1 (centres undefined)	i
COc1ccccc1N(C)S(=O)(=O)c1ccc(C(=O)Nc2cc(F)ccc2C)cc1	i
Cc1ccc(NC(=O)CC2Oc3ccc(C)cc3NC2=O)cc1 (centres undefined)	i
CCc1noc(C)c1C(=O)N1CCN(S(=O)(=O)c2c(C)cc(C)cc2C)CC1	i
COCCNC(=O)c1ccc2c(c1)S(=O)(=O)c1cc(Cl)ccc1C2=O	i
NC(CSC(c1ccccc1)(c1ccccc1)c1cccc2ccccc12)C(=O)O (centres undefined)	i
CC(=O)Nc1ccc(S(=O)(=O)NN=CCCc2ccccc2)cc1	i
O=C1C2C3C=CC(O3)C2C(=O)N1Nc1ccccc1 (centres undefined)	i
Cc1ccc(C)c(CNc2ccc(S(=O)(=O)N3CCCCC3)cc2)c1	i
CC(OC(=O)c1ccc(Cl)c([N+](=O)[O-])c1)C(=O)N1CCN(Cc2ccccc2)CC1 (centres undefined)	i
CC(=O)c1cc2c(cc1NC(=O)CN(C)S(=O)(=O)c1cccs1)OCO2	i

A draw from above in order of number of heavy atoms, low to high.
compound	ANO1 activ
COc1ccccc1N(C)S(=O)(=O)c1ccc(C(=O)Nc2cc(F)ccc2C)cc1	i
CCN(C[C@H]1N[C@@](C)(C(=O)OC)[C@H]2C(=O)N(Cc3ccccc3)C(=O)[C@@H]12)C(=O)NC(C)C	i
CC(NC(=O)c1cccc(S(=O)(=O)N2CCN(Cc3ccccc3)CC2)c1)c1ccc(Cl)cc1 (centres undefined)	i

The list goes on.
compound	ANO1 activ
CN(c1ccc(C(=O)N2CCCCCC2)cc1)S(=O)(=O)c1ccccc1	i
COc1ccc(C(=O)Nc2ccc(C)c(S(=O)(=O)N3CCOCC3)c2)cc1S(=O)(=O)N1CCCC1	i
CC(C)COc1ccc(C(=O)OCC(=O)NCc2cccs2)cc1	i
CC(C)CN(C(=O)COC(=O)c1ccccc1SCC(=O)N1CCCC1)C1CCS(=O)(=O)C1 (centres undefined)	i
CC(C)(C)OC(=O)C[C@H]1C/C=C\C[C@@H](CC(=O)N(CCO)Cc2ccccc2)C(=O)N[C@H](Cc2ccccc2)COC1=O	i
CC(C(=O)N1CCc2ccccc21)N1CCN(S(=O)(=O)c2ccc(C(F)(F)F)cc2)CC1 (centres undefined)	i
CCC1(O)C(=O)OCc2c1cc1n(c2=O)Cc2cc3c(N)cccc3nc2-1 (centres undefined)	i
C[C@H](NC(=O)c1[nH]cnc1C(=O)Nc1cccc(Cl)c1)c1ccccc1	i
CN(CC(=O)Nc1ccc(F)cc1)CC(=O)NC1CCCCC1	i
Nn1c(SCC(=O)NC2CCCCC2)nnc1-c1ccco1	i
Cc1cc(O)c(C(C)C)cc1NC(=O)Nc1cc(Cl)ccc1Cl	i
COC1=C(NCc2ccc3c(c2)OCO3)C(=O)C(OC)=C(NCc2ccc3c(c2)OCO3)C1=O	i
C[C@H](CO)N1C[C@H](C)[C@@H](CN(C)C(=O)NC2CCCCC2)Oc2c(NC(=O)Nc3ccccc3)cccc2C1=O	i
COc1cc(/C=C/C(=O)O)ccc1OS(=O)(=O)c1cc(Br)ccc1C	i
CC1CCN(c2nc3c(c(=O)[nH]c(=O)n3C)n2CCSc2ncccn2)CC1	i
CN(CC(=O)Nc1ccc(Cl)c(Cl)c1)C(=O)C1CCC1	i
O=C(NC1(Cc2ccccc2)CCN(CCc2cccs2)C1=O)c1ccccc1 (centres undefined)	i
Cc1ccsc1C(=O)OCC(=O)Nc1cccc(F)c1	i
Cc1ccc(S(=O)(=O)CCC(=O)OCC(=O)N(C)c2ccccc2)cc1	i
Cn1c(=O)c2c(nc(CCC3CCCC3)n2C)n(C)c1=O	i
COc1ccc(NC(=O)c2ccc3c(c2)OCO3)cc1S(=O)(=O)N1CCOCC1	i
CC(C)(C)c1ccc(NC(=O)C2=CN3CCS(=O)(=O)N=C3C=C2)cc1	i
CSc1ccccc1C(=O)Nc1ccc(S(=O)(=O)NC2=NCCCCC2)cc1	i
O=C(CN1CCN(S(=O)(=O)c2ccc(F)c(Cl)c2)CC1)N1CCc2ccccc2C1	i
C[C@H](CO)N1C[C@H](C)[C@@H](CN(C)Cc2ccc(C(=O)Nc3ccccc3N)cc2)Oc2c(NC(=O)C3CCCCC3)cccc2C1=O	i
CNS(=O)(=O)c1ccc(C(=O)NCC(=O)NC(C)c2cccs2)cc1 (centres undefined)	i
NS(=O)(=O)c1ccc(NC(=O)CSc2nnc(NC3CC3)s2)cc1	i
CCCCC(=O)Nc1cc(OC)c(NC(=S)Nc2ccc(OC)cc2)cc1OC	i
COc1ccc2c(C(=O)NCc3ccc4c(c3)OCO4)c(-c3ccc(S(C)(=O)=O)cc3)sc2c1	i
CCN(CC)C(=O)N1CCN(c2c([N+](=O)[O-])c(=O)oc3ccccc23)CC1	i
CSc1ccccc1NC(=O)CN(C)C(=O)C1CC(=O)N(C(C)c2ccccc2)C1 (centres undefined)	i
Cc1nc(C)c(C(=O)OCC(=O)N(C)c2ccccc2)s1	i
C(CCc1nn[nH]n1)CCC1CCCCC1	i
O=C(CN1C(=O)NC2(CCCCCC2)C1=O)Nc1cccc(F)c1	i
COc1ccc(C(=O)OCC(=O)NC(=O)NC2CCCC2)cc1OC	i
CC(C)Cn1c(N)c(C(=O)COC(=O)c2cccc(F)c2)c(=O)n(C)c1=O	i
CC1(C)C(=O)Nc2ccccc2N1C(=O)COC(=O)CSc1ccc(F)cc1	i
CCCN(CC(=O)Nc1cc(C)on1)CC(=O)Nc1ccc(F)c(F)c1F	i
Cc1cccc([C@H](NC(=O)OC(C)(C)C)C(=O)OC(C)(C)C)c1	i
CCCCn1c(N)c(N(CCOC)C(=O)c2ccc(N3CCCC3=O)cc2)c(=O)[nH]c1=O	i
Nc1c(C(=O)CSc2nnc(-c3ccccc3F)o2)c(=O)[nH]c(=O)n1C1CC1	i
Cc1ccc(S(=O)(=O)N2CCN(C(=O)CN3C(=O)NC(C)(c4ccc5ccccc5c4)C3=O)CC2)cc1 (centres undefined)	i
COc1ccc(S(=O)(=O)N2CCCCC2)cc1NC(=O)C1CC1C (centres undefined)	i
CC(=O)NCc1ccc(-c2csc(NC(=O)CCCc3nc4ccccc4c(=O)[nH]3)n2)cc1	i
Cc1cc(NC(=O)COc2ccc3ccccc3c2Br)no1	i
COc1ccc2oc(C(=O)NC(C)c3ccccn3)c(C)c2c1 (centres undefined)	i
O=C(COC(=O)/C=C/c1ccccc1[N+](=O)[O-])NC(=O)NC1CCCC1	i
CCOC(=O)c1c(NC(=O)COC(=O)CCNS(=O)(=O)c2ccccc2)sc(C(=O)NC)c1C	i
CCN(C(=O)Cn1cnc2c1c(=O)n(C)c(=O)n2C)C1CCS(=O)(=O)C1 (centres undefined)	i
C=CC[C@H](CC(=O)N(CCO)Cc1ccccc1)C(=O)N[C@H](COC(=O)[C@@H](CC=C)CC(=O)OC(C)(C)C)Cc1c[nH]c2ccccc12	i

Other records
compound	ANO1 activ
CCN(CC)c1ccc(S(=O)(=O)N2CCOCC2)cc1NC(=O)CSc1nncn1C	i
COc1ccc(C(=O)Nc2ccc(Cl)c(S(=O)(=O)N3CCOCC3)c2)cc1	i
Nc1nc(Cl)nc2c1ncn2C1OCC(O)C(O)C1O (centres undefined)	i
CC(SC(C)C(=O)NN=Cc1cccc(F)c1)C(=O)NN=Cc1cccc(F)c1 (centres undefined)	i
COC(=O)C1=C(C)N(Cc2ccccc2)C(=NCc2cc(OC)c(OC)c(OC)c2)N[C@H]1CCc1ccccc1	i
COc1ccc(C(=O)Nc2cccc(S(=O)(=O)NC3=NCCCCC3)c2)cc1	i
O=C(Nc1ccc(N2CCCCCC2)cc1)c1ccc[nH]1	i
CCN(c1ccccc1)S(=O)(=O)c1cccc(C(=O)NCC(c2ccc(F)cc2)N2CCOCC2)c1 (centres undefined)	i
O=C(CN(Cc1ccco1)C(=O)c1ccc([N+](=O)[O-])cc1)Nc1ccccc1C(F)(F)F	i
O=C1C(=O)C(c2ccccc2)C(=O)C1c1ccccc1 (centres undefined)	i
Nc1cc2c(cc1N)-c1ccccc1C2	i
CC(CCc1ccccc1)NC(=O)COC(=O)c1cccn1C (centres undefined)	i
COc1ccc(OC)c(NC(=O)CN2C(=O)C(C)N(c3ccc(C)cc3)C2=O)c1 (centres undefined)	i
COc1ccc(-c2ccc3c(=O)cc(-c4ccsc4)oc3c2)cn1	i
COc1nnc(-c2ccc(N3CCCCC3)c(NC(=O)COc3ccccc3)c2)c2ccccc12	i
O=C(NCc1cccc(Cl)c1)c1cccc(S(=O)(=O)N2CCCCC2)c1	i
Cc1ccc(S(=O)(=O)N2CCCCC2)cc1NC(=O)c1cc(F)c(F)c(F)c1F	i
COc1cc2nc(CN3CCN(S(=O)(=O)c4ccccc4C(F)(F)F)CC3)[nH]c(=O)c2cc1OC	i
CN(C)c1cccc(C(=O)Nc2ccc(S(=O)(=O)Nc3nccs3)cc2)c1	i

Two records picked at random from those above, as already listed:
compound	ANO1 activ
Nc1nc(Cl)nc2c1ncn2C1OCC(O)C(O)C1O (centres undefined)	i
CN(C)c1cccc(C(=O)Nc2ccc(S(=O)(=O)Nc3nccs3)cc2)c1	i

Of the compounds above, three contain a COOH group:
compound	ANO1 activ
COc1ccc(CN(CC2CCC(C(=O)O)CC2)C(=S)Nc2cc(C)ccc2C)cc1 (centres undefined)	i
NC(CSC(c1ccccc1)(c1ccccc1)c1cccc2ccccc12)C(=O)O (centres undefined)	i
COc1cc(/C=C/C(=O)O)ccc1OS(=O)(=O)c1cc(Br)ccc1C	i
